KB-V1 cytotox = qHTS assay for MDR1-selective chemotherapeutics: Primary screen using the drug-selected MDR subline cells KB-V1 | KB-V1 MDR cells viability, CellTiter-Glo, 72 h | Potency, µM (doses to about 46.1 µM), without a hit: at the top dose activity change, negative = cytotoxicity, actives largely listed as cytotoxic | actives 3.4% (n = 400,000); further: potency means the concentration at half of the fitted maximal effect; on the % scale 0 is the no-effect control and ±100 the full control effect; nearly all actives have a fitted effect of over 60% in size
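Potencies derive from concentration-effect curves fitted to normalized luminescence (CellTiter-Glo) of KB-V1 cells treated for 72 h at 37 degrees C in phenol-red-free DMEM containing 10% FBS.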
D3 antag = qHTS of D3 Dopamine Receptor Antagonist: qHTS; D(3) dopamine receptor (Homo sapiens), P35462; D3R cells, DiscoveRx beta-arrestin luminescence, antagonist mode; stronger effect = lower value; max response, negative = inhibition, %; actives 2.5% (n = 360,000); AID 652054, 2013; in the data active means max response below about -50%; inconclusive means no clear call, values can overlap the other calls; further: on the % scale 0 is the no-effect control and ±100 the full control effect; mostly tested at two doses, the higher about 12 µM
Target sequence (P35462 whole entry, looked up): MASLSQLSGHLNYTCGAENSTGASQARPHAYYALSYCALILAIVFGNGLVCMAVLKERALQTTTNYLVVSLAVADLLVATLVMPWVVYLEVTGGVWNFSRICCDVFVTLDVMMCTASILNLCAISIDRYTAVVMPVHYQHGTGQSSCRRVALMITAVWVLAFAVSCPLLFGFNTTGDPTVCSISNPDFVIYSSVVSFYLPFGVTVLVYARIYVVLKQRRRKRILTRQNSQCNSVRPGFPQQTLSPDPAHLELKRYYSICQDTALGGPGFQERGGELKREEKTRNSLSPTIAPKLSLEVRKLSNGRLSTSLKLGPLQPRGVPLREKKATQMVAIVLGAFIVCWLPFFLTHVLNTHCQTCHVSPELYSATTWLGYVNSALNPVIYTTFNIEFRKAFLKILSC
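Cells plated overnight at 1500 cells/well, then exposed to library compounds with dopamine controls for 90 minutes at 37 degrees C. DiscoveRx reagent added for 30–60 minutes at room temperature; luminescence read, quantitative HTS format.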
IL-1B inflam inh = qHTS for Inhibitors of Inflammasome Signaling: IL-1-beta AlphaLISA Primary Screen. actives 4.7% (n = 360,000). AID 743279, 2014. THP-1 LPS/ATP IL-1B secretion, AlphaLISA, 16 h; stronger effect = lower value. activity change, % at 57.5 µM; in the data active means activity change below about -50%; inconclusive means mostly about -30% to -49%; further: on the % scale 0 is the no-effect control and ±100 the full control effect
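Secreted IL-1B measured by AlphaLISA bead assay after 16 h compound exposure of THP-1 cells; compounds (final up to 57.5 uM) added 1 h before LPS (250 ng/mL) and ATP (1.25 mM) stimulation; lower signal means less secretion.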
HT1080-NT tox = qHTS for induction of synthetic lethality in tumor cells producing 2HG: qHTS for the HT-1080-NT fibrosarcoma cell line | HT-1080-NT fibrosarcoma viability, CellTiter-Glo ATP luminescence, 48 h | Potency, µM (titrated, usually from 46.1 µM), for the others: top-dose activity, negative = less viability, most hits filed as cytotoxic | AID 686970, 2013 | actives 1.6% (n = 360,000);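 further: NT is the 2HG producing partner of a matched IDH1 knockdown line; potency means the concentration at half of the fitted maximal effect; 0% = DMSO-treated cells and -100% = media-only wells without cells; nearly all actives have a fitted effect of over 55% in size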
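Luminescent CellTiter-Glo readout after 48 hours of compound exposure at 37 degrees C defined viability of HT-1080-NT cells. Activity was normalized to DMSO wells and cell-free media wells; concentration-response curves were fitted and assigned curve classes.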
SW480 rereplic = A quantitative high throughput screen for small molecules that induce DNA re-replication in SW480 colon adenocarcinoma cells. actives 1.8% (n = 340,000). AID 624297, 2012. SW480 DNA re-replication, Hoechst DNA content imaging, 48 h. Potency, µM (highest dose often 46.1 µM), for inactives: at the highest dose re-replication activation, actives largely listed as activators; further: potency means the concentration at half of the fitted maximal effect; % of control where 0% means no effect; nearly all actives have a fitted effect of over 55% in size
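Hoechst fluorescence of nuclei (405 nm excitation, 500-530 nm emission) measured by plate-scanning imager after 48 hr compound exposure at 37 C; re-replication scored as increased number of nuclei with elevated intensity.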
KB-3-1 cytotox = qHTS assay for MDR1-selective chemotherapeutics: Primary screen using the parental adenocarcinoma cell KB-3-1; KB-3-1 viability, CellTiter-Glo ATP luminescence, 72 h; Potency, µM (highest dose often 46.1 µM), inactives show at the top dose activity change, negative = cytotoxic, hits mostly cytotoxic; actives 1.4% (n = 400,000); AID 1347075, 2019; further: potency means the concentration at half of the fitted maximal effect; on the % scale 0 is the no-effect control and ±100 the full control effect; nearly all actives have a fitted effect of over 60% in size
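Here the drug-naive KB-3-1 line serves as comparator for MDR sub-line selectivity; cells received compound titrations, 72 h at 37 °C, then CellTiter-Glo readout.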
D3 ag = qHTS of D3 Dopamine Receptor Agonist: qHTS; D(3) dopamine receptor (Homo sapiens), P35462; D3R DiscoveRx beta-arrestin cells, luminescence, 90 min; max activation, %; actives 0.58% (n = 410,000); AID 652048, 2013; in the data active means max activation above about 30%; further: 0% is about no effect; mostly tested at two doses, the higher about 12 µM
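Agonist-mode cell screen: cells plated at 1500/well and incubated overnight at 37 °C, then exposed to library compounds for 90 min at 37 °C. Detection reagent was added for 30–60 min at room temperature, and luminescence was read.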
HT1080 IDH1KD tx = qHTS for induction of synthetic lethality in tumor cells producing 2HG: qHTS for the HT-1080-IDH1KD cell line; HT-1080 IDH1 knockdown viability, ATP luminescence, 48 h; Potency, µM (series often up to 46.1 µM), for inactives: top-dose activity, negative = toxicity, usual class: cytotoxic; actives 2% (n = 360,000);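 further: potency means the concentration at half of the fitted maximal effect; 0% = DMSO wells and -100% = cell-free medium wells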
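In this qHTS, HT-1080 cells depleted of IDH1 are exposed for 48 h at 37 °C to compound titrations. Toxicity is scored from CellTiter-Glo luminescence, with DMSO as full viability and medium alone as none.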
GLP1R ag = qHTS of GLP-1 Receptor Agonists | Glucagon-like peptide 1 receptor (Homo sapiens), P43220 | actives 0.007% (n = 380,000) | Potency, µM (highest dose often 45.6 µM), inactives show at the top dose activation, hits mostly activators | AID 624172, 2012 | HEK293 GLP-1R CRE-luciferase, luminescence, 4-6 h; cells express a hypersensitive GLP-1R form; further: potency means the concentration at half of the fitted maximal effect; % of control where 0% means no effect
Target sequence (P43220 whole entry, looked up): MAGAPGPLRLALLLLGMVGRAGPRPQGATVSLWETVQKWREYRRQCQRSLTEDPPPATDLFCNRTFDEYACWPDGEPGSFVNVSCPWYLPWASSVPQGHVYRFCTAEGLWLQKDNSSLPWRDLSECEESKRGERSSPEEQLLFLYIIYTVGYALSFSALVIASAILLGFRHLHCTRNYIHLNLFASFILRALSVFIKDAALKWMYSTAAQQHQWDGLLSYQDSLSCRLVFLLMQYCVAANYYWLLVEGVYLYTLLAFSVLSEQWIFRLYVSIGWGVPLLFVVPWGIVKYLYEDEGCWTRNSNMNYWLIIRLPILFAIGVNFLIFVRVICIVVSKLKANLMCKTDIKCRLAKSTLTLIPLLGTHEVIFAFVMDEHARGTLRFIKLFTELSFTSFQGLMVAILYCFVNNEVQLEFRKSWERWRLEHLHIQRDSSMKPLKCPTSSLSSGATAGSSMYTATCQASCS
* = called active by the depositor; ? = inconclusive; . = not tested or not shown; & = joins results of further samples; [ ] = remark or other dose. Unless noted, the call rests on the fitted dose curve; in most records, active means well fitted curve in the direction sought with a large enough effect; inconclusive means small, poorly fitted or top-dose-only effect, or another doubt; inactive means no such curve, though single readings can be large; an effect the other way counts as inactive or inconclusive.

SMILES	KB-V1 cytotox	D3 antag	IL-1B inflam inh	HT1080-NT tox	SW480 rereplic	KB-3-1 cytotox	D3 ag	HT1080 IDH1KD tx	GLP1R ag
Cc1c(C)n(C(=O)CSc2nccn2C)c2ccccc12	16%	0	13	-1%	?	-1%	-12	-2%	1%
COc1ccc(NC(=O)CNCc2cccs2)c(OC)c1	-22%	28	-16	6%	.	1%	1	5%	2%
CCCCN(C(=O)CCCSc1nc2ccccc2[nH]1)c1c(N)n(Cc2ccccc2)c(=O)[nH]c1=O	4%	1	-90*	7%	-3%	4%	2	13%	0%
O=C(O)CS(=O)(=O)CC(=O)NCc1cccc(C(F)(F)F)c1	0%	-12	37	20%	-1%	-4%	-8	28%	4%
COc1ccc(CCC(=O)O)c(O)c1	?	23	6	6%	-1%	-3%	5	5%	19%
CCCCCCCCN1[C@@H](CC(=O)OC)c2cc(F)ccc2S1(=O)=O	?	16	18	7%	5%	0%&-16%	2	-3%	16%
O=S(=O)(NCCOC12CC3CC(CC(C3)C1)C2)c1cccc2nsnc12	0%	-12	-9	-13%	-3%	-4%	-2	-20%	3%
O=[N+]([O-])c1cc(-c2nnc(Nc3ccccc3)c3ccccc23)ccc1N1CCOCC1	1%	-10	-6	-16%	-1%	-16%	1	?	12%
Cc1cccn2c(CN3CCCC(c4ccccc4)C3)c(C(=O)N3CCOCC3)nc12 (stereo not drawn)	-3%	-11	23	0%	-5%	8%	-5	9%	18%
O=C1CN(C(=O)c2ccco2)C(c2ccc(F)cc2)c2cc(Cl)ccc2N1 (stereo not drawn)	-14%	17	15	4%	-2%	0%	-1	-27%	-12%
COc1ccc(CNC(=O)c2cc3c(s2)-c2ccccc2OC3)cc1	?	.	.	.	.	-13%	-11	.	8%
COc1ccc(N(C(=O)c2ccncc2)S(=O)(=O)c2ccc(Cl)cc2)cc1	10%	18	5	0%	-2%	1%	3	-7%	-5%
N#Cc1ccccc1S(=O)(=O)N1CCC(C(=O)NCc2ccccc2CN2CCCC2)CC1	?	-2	-13	-11%	9%	-4%	-1	9%	-3%
CCOCCCNC(=O)c1ccc(N2CC3CC(C2)c2cccc(=O)n2C3)c(NC(=O)Nc2cccc(OC)c2)c1 (stereo not drawn)	-19%	-7	-10	6%	-4%	-5%	2	0%	12%
O=C(Nc1cccc2ccccc12)c1cc2c(cc1Br)OCO2	9%	28	-18	-8%	2%	-6%	2	2%	-1%
C[C@H](NC(=O)C1CCN(S(=O)(=O)c2ccccc2)CC1)C(=O)NCc1cccc(Cl)c1	1%	-8	-1	-5%	0%	-7%	4	-3%	2%
CCN(CC)c1nc2ccccc2[nH]1	20%	7	-14	6%	-15%	2%	6	6%	-8%
CC(C)(C)OC(=O)N[C@H](/C=C/c1ccccc1)C(=O)OC(C)(C)C	-11%	?	-6	0%	-6%	8%	0	3%	-3%
O=C(c1cn(CC2CCCCC2)nn1)N1CCN(c2ccc(F)cc2)CC1	-41%	-5	-15	-15%	-22%	1%	0	-15%	6%
O=c1c2sccc2nc(SCc2cc(=O)n3ccccc3n2)n1-c1ccc(Br)cc1	?	17	0	-24%	-3%	-1%	0	-12%	6%
CC(NC(=O)CSc1nc2ccccc2c(=O)[nH]1)c1ccccc1 (stereo not drawn)	0%	-9	12	-3%	3%	-4%	-4	?	1%
O=C(NC(=O)c1ccccc1)NC(=O)c1ccccc1	19%	-25	-21	29%	9%	8%	-13	24%	18%
COc1ccc(NC(=O)CCN2C(=O)c3ccccc3S2(=O)=O)cc1	-4%	-27	6	9%	-8%	6%	7	6%	-7%
O=C(Nc1ccc2c(c1)OCCO2)C1C(=O)Nc2ccccc2C(=O)N1C1CCCCC1 (stereo not drawn)	0%	15	-15	7%	.	12%	6	8%	.
O=C(O)CSCCOc1ccc(OCCSCC(=O)O)cc1	15%	7	9	1%	?	2%	4	5%	-2%

Additional compounds:
SMILES	KB-V1 cytotox	D3 antag	IL-1B inflam inh	HT1080-NT tox	SW480 rereplic	KB-3-1 cytotox	D3 ag	HT1080 IDH1KD tx	GLP1R ag
O=C(c1ccccc1)c1cccc2ccccc12	-1%	17	-10	0%	-6%	2%	7	-1%	?
CCC(CC)C(=O)Nc1ccc(C(=O)Nc2cc(C)on2)cc1	-2%	-5	-16	2%	?	0%	-3	3%	1%
COc1cc2c(cc1OC)CN(C(=S)NC(=O)c1ccccc1)CC2	-22%	-9	12	-1%	1%	5%	-13	0%	8%
Cc1cc(C)cc(OCC(=O)OCC(=O)N2CC(=O)Nc3ccccc32)c1	1%	6	7	25%	0%	0%	3	30%	2%
Cc1cc(N2CCCC2)nc2c(C)cccc12	3%	14	0	-11%	0%	19%	7	-22%	10%
CC12CCC(C(=O)NCCc3ccccc3)(OC1=O)C2(C)C (stereo not drawn)	-17%	3	10	7%	-5%	-2%	2	5%	-3%
CN1C(=O)/C(=C/c2ccc(OCc3ccc(F)cc3)cc2)NC1=S	-5%	34	19	-12%	?	-1%	10	0%	7%
C=CCn1c(C)csc1=Nc1ccc(C(C)=O)cc1	-14%	-6	-16	14%	2%	7%	-5	0%	12%
Cc1nn(C)cc1C1C(C#N)=C(N)N(c2cccnc2)C2=C1C(=O)CCC2 (stereo not drawn)	6%	-6	6	29%	-1%	9%	0	22%	-1%
COc1cc(/C=N/NC(=O)c2cccc(C)c2)ccc1OCC(=O)Nc1ccccc1	-12%	-11	13	-5%	-11%	-7%	-7	-13%	9%
COc1ccc(/C=C/C(=O)N[C@@H](C)C(=O)O)cc1	0%	?	5	18%	2%	-1%	6	26%	-1%
O=C(Cn1nc(C(F)(F)F)c2c1CCC2)Nc1ccccc1C(F)(F)F	-14%	11	3	4%	-1%	2%	2	6%	1%
COCCNC(=O)c1cc2cc(Br)cc(Br)c2oc1=O	21%	4	25	23%	-14%	8%	1	26%	3%
O=C(NC1CCCC1)C(=O)N(Cc1cccnc1)C(C(=O)NCc1ccco1)c1ccccc1F (stereo not drawn)	-9%	-5	-3	0%	10%	1%	-10	4%	6%
CCOC(=O)C1(C)CCN1C(=O)c1cccc2ccccc12 (stereo not drawn)	5%	-8	10	-3%	.	0%	0	-1%	-6%
c1cnc(-c2nnc3n2CCCCC3)cn1	5%	-9	21	11%	?	-5%	-3	-5%	-5%
CCOC(=O)c1c(C)[nH]c(C)c1C(=O)COC(=O)/C=C/c1ccc(OC(F)F)cc1	?	-16	-54*	-20%	?	-27%	0	?	0%
O=C(NC1CCCCCC1)c1cccc(COCC(F)(F)F)c1	23µM*	4	-7	0%	-4%	-23%	-1	-1%	0%
COc1ccc(NC(=O)CSc2nc3[nH]c(=O)cc(O)c3s2)cc1OC	1%	?	18	-4%	-5%	14%	-5	-6%	10%
CCCC(=O)NCc1nc2ccccc2n1C	26%	20	-7	6%	-9%	1%	-3	16%	3%
COC[C@@H]1NS(=O)(=O)c2ccc(Br)cc2O[C@H]1c1ccccc1	-1%	26	3	4%	?	-2%	0	0%	7%
CC1N=C2c3ccccc3N=C(SCc3cc(=O)n4cc(Cl)ccc4n3)N2C1=O (stereo not drawn)	?	23	-10	-12%	0%	?	3	-6%	?
N#Cc1cc2c(nc1SCc1cccnc1)CCCCC2	?	-15	-66*	-17%	-3%	?	-14	0%[9.24 µM]	?
CCC/C=C/c1ccc(CN2C(C(C)C)C(=O)N(Cc3cn(CCOCOC)nn3)CCS2(=O)=O)cc1 (stereo not drawn)	22%	0	9	10%	.	28%	6	2%	6%
Cc1ccc2[nH]c(C(=O)N/N=C/c3ccccc3C(=O)O)c(-c3ccccc3)c2c1	18%	3	18	?	?	4%	-1	-26%	15%

(cont.)
SMILES	KB-V1 cytotox	D3 antag	IL-1B inflam inh	HT1080-NT tox	SW480 rereplic	KB-3-1 cytotox	D3 ag	HT1080 IDH1KD tx	GLP1R ag
CN1CCN(c2ccc(CNC(=O)c3ccc4c(c3)OCCO4)cc2)CC1	-3%	36	1	-5%	6%	0%	-14	-8%	15%
COc1cc2nn(-c3ccccc3N)nc2cc1OC	6%	20	-12	0%	.	-4%	-6	-7%	12%
C=CCc1cc(C)cc(C)c1OCCn1cncn1	5%	-12	-1	1%	?	-13%	-5	-4%	0%
S=C(NN=Cc1ccccn1)Nc1ccccn1	-22%	-27	68	?	.	?	5	?	3%
COc1ccc(Cl)cc1NC(=O)C(=O)N/N=C/c1cc(C)n(-c2ccc(C)cc2)c1C	-8%	-15	-1	-3%	-3%	8%	0	4%	5%
O=C(NN=Cc1ccccc1O)C(O)(c1ccccc1)c1ccccc1	?	-3	58	-10%	?	?	2	?	-10%
Cc1nc(C2CC(=O)OC23CCCCC3)cs1 (stereo not drawn)	-4%	18	17	17%	-4%	3%	2	7%	-2%

Structures listed so far containing a furan ring, fused or not (2):
SMILES	KB-V1 cytotox	D3 antag	IL-1B inflam inh	HT1080-NT tox	SW480 rereplic	KB-3-1 cytotox	D3 ag	HT1080 IDH1KD tx	GLP1R ag
O=C1CN(C(=O)c2ccco2)C(c2ccc(F)cc2)c2cc(Cl)ccc2N1 (stereo not drawn)	-14%	17	15	4%	-2%	0%	-1	-27%	-12%
O=C(NC1CCCC1)C(=O)N(Cc1cccnc1)C(C(=O)NCc1ccco1)c1ccccc1F (stereo not drawn)	-9%	-5	-3	0%	10%	1%	-10	4%	6%

Results in D3 antag (two entries from above):
SMILES | D3 antag
O=c1c2sccc2nc(SCc2cc(=O)n3ccccc3n2)n1-c1ccc(Br)cc1 | 17
CC(NC(=O)CSc1nc2ccccc2c(=O)[nH]1)c1ccccc1 (stereo not drawn) | -9

Compound activity (PubChem BioAssay)
